# Screening results deposited in PubChem BioAssay by NCI.
# yeast cln2 rad14: NCI yeast anticancer drug screen, S. cerevisiae cln2 rad14 strain | 8.3% of 78,000 active | growth inhibition, % at 50 µM;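 note: 0% = growth of vehicle-only cultures of the same strain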
#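 Growth inhibition, relative to vehicle-treated controls, is the read-out. The test organism is a yeast strain with defined genetic alterations, cln2 rad14.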
# yeast mlh1 rad18: NCI yeast anticancer drug screen, S. cerevisiae mlh1 rad18 strain | growth inhibition, % at 50 µM | 11% of 79,000 active;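 note: 0% = growth of vehicle-only cultures of the same strain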
#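 Vehicle-treated cultures served as the reference for growth inhibition in a yeast strain carrying DNA damage repair alterations exposed to each compound.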
# bub3: NCI yeast anticancer drug screen, S. cerevisiae bub3 mutant strain. AID 167. % growth inhibition at 50 µM. 9.9% of 78,000 active;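 note: 0% = growth of vehicle-only cultures of the same strain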
#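 Inhibition values come from growth of compound-treated mutant yeast normalised to vehicle-treated controls.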
# yeast mec2-1: NCI yeast anticancer drug screen, S. cerevisiae mec2-1 strain; % growth inhibition at 50 µM; 9% of 79,000 active; AID 157;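 note: 0% = growth of vehicle-only cultures of the same strain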
#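 Vehicle-treated cultures served as reference for growth inhibition of compound-exposed mec2-1 yeast.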
# rad50: NCI yeast anticancer drug screen, S. cerevisiae rad50 strain. % growth inhibition at 50 µM. 10% of 79,000 active. AID 155;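 note: 0% = growth of vehicle-only cultures of the same strain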
#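 Vehicle-treated cultures provide the reference for the growth inhibition reported for compound-exposed, repair-deficient yeast.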
# yeast sgs1 mgt1: NCI yeast anticancer drug screen, S. cerevisiae sgs1 mgt1 strain | % growth inhibition at 50 µM | 10% of 78,000 active | AID 161;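 note: 0% = growth of vehicle-only cultures of the same strain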
#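 Percent growth inhibition was derived by comparing compound-exposed mutant yeast with vehicle-exposed cultures. The strain carries alterations in DNA damage repair.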
# An asterisk follows results filed as active; / = not tested or not shown; & = joins results of further samples. Cut-off read from the data, not from the text of the source: active = growth inhibition above about 70%; inactive = the rest.
SMILES,yeast cln2 rad14,yeast mlh1 rad18,bub3,yeast mec2-1,rad50,yeast sgs1 mgt1
COC(=O)c1nnn(-c2ccc(S(N)(=O)=O)cc2)c1C(=O)c1ccc(Cl)c(Cl)c1,96*,98*,95*,98*,99*,98*
CCOc1cc[n+]([O-])cc1,4&14,6&-4,6&-10,-6&-23,1&-12,7&-12
O=C1c2ccccc2C(=O)c2c(Cl)cc(Cl)cc21,-4,-6,1,33,7,23
CCOC(=O)c1sc2[n+](c1C)C(=O)/C(=C/c1ccccc1Cl)S2,25,2,13,11,9,10
c1ccc(CN2CCN(Cc3ccccc3)C(c3ccccc3)C2)cc1 (stereo not drawn),-36,-6,13,0,-12,-12
N#Cc1ccc(C2Oc3ccc(Cl)cc3C=C2[N+](=O)[O-])cc1 (stereo not drawn),89*,83*,76*,76*,85*,91*
COc1cccc(N2N=NCC2O)c1 (stereo not drawn),12,-6,35,22,50,35
SCc1ccc(CS)s1,18,-4,23,-2,5,-2
O=C(O)CNC(=S)S,-14,-10,-8,14,6,15
Cc1cc(C)c(C)cc1C,-32,-43,-6,-15,-23,-42
O=[N+]([O-])c1ccc(-c2nnn(CCCN3CCOCC3)c2N2CCCCC2)cc1,10,29,-20,25,50,51
CC1(C)OC1CS(=O)c1ccccc1 (stereo not drawn),-17,-43,6,-5,-6,-14
COc1cc2c(oc(=O)c3cc(C)cc(OC)c32)c2c(C3OC(C)C(O)C(C)(O)C3O)ccc(O)c12 (stereo not drawn),90*,89*,90*,89*,90*,90*
Cc1ccc(N=Nc2c(-c3ccccc3)nn(C(=S)S)c2-c2ccccc2)cc1,16,62,85*,38,50,56
CC(C)CC(NC(=O)OC(C)(C)C)C(=O)O (stereo not drawn),15,-17,-29,-52,-45,-10
COc1cc(OC)c(I)cc1Cl,13,-12,-29,-38,-10,5
O=C1OC(C(O)CO)C(O)=C1O (stereo not drawn),7&-2&-1,6&9&2,0&0&-2,-15&1&-26,12&8&-17,14&-8&-4
CC(C)(C)OC(=O)N/N=C(/N)Cc1ccc(Cl)cc1,-14,6,-14,19,-4,-6
CC(=O)Oc1c2c(c(C)c3ccccc13)C(=O)c1cccnc1C2=O,98*,99*,98*,99*,98*,99*
O=C(CCCN1CCC2(CC1)OC(=O)N(c1ccc(F)cc1)C2=O)c1ccccc1,67,53,43,57,65,67

# 2 records picked at random from those above, as already listed:
SMILES,yeast cln2 rad14,yeast mlh1 rad18,bub3,yeast mec2-1,rad50,yeast sgs1 mgt1
O=C(O)CNC(=S)S,-14,-10,-8,14,6,15
COc1cc(OC)c(I)cc1Cl,13,-12,-29,-38,-10,5

# More compounds.
SMILES,yeast cln2 rad14,yeast mlh1 rad18,bub3,yeast mec2-1,rad50,yeast sgs1 mgt1
Cc1nc(N)sc1C(=O)/C=C\c1ccc2c(c1)OCO2,10,35,5,-3,21,23
O=C1c2ccccc2C2CCC1c1ccccc12 (stereo not drawn),18,11,7,-6,63,9
CCN(CC)CC(C)(C)C(=O)/C=C/c1ccc(/C=C/C(=O)C(C)(C)CN(CC)CC)cc1,-7,7,-8,17,6,12
CC1=C/C(=C(\c2cc(C)c(O)c(C(=O)O)c2)c2c(Cl)ccc(S(=O)(=O)O)c2Cl)C=C(C(=O)O)C1=O,-3&21,-3&41,-7&-3,-1&0,-15&26,-4&23
CCCCN=C=NCCC[N+](C)(C)C,10,8,3,7,0,1
O=C(O)C1CCC(=O)N1Cc1csc(-c2ccccc2)n1 (stereo not drawn),-20,3,-7,-20,-24,-1
Cc1n(Cc2ccccc2)c2c([n+]1C)C(=O)c1ccccc1C2=O,89*,/,89*,92*,86*,91*
O=CCCn1[nH]c(=O)ccc1=O,20,13,25,-5,2,16
CC(C)c1ccc(C(C2C(=O)CC(C)(C)CC2=O)C2C(=O)CC(C)(C)CC2=O)cc1,16,-2,-5,0,18,20
C=CS(=O)(=O)O,-37,-14,3,-22,10,-25
COc1ccc(C(=O)CCS(=O)(=O)CCC(=O)c2ccc(OC)cc2)cc1,12,-1,1,-5,15,-12
O=C1OC(c2ccccc2)=C/C1=C1/C=C(c2ccccc2)OC1=O,-13,-5,-18,-21,-4,-10
COC12c3ccccc3-c3ccccc3C1[C@H]1C(=O)OC(=O)[C@H]12 (stereo partly drawn),11,18,3,-12,-2,-9
O=C1CCC(C2CCCCC2)CC1,-10,-24,-8,-13,-5,-16
O=C1c2c(Br)sc(Br)c2C(NC(=O)C(F)(F)F)C1O (stereo not drawn),-11,-27,4,18,10,-12
S=C1N=C(Cl)/C(=C\c2ccco2)N1,4,-21,16,-18,-5,12
CCCCCCCCC(N)=O,19,-8,12,13,14,2
Nc1cc(Br)cc2c1-c1ccc(Br)cc1C2=O,-55,10,5,-11,15,1
O=C1CCCC2=C1CC1=C(CCCC1=O)N2c1ccc(-c2ccccc2)cc1,5,28,-1,-9,-24,4
Cn1c(=S)[nH]c2cc(Cl)c(Cl)cc21,-22,20,-15,-3,17,1
Cc1ccc(S(=O)(=O)N(CCCc2c(Cl)nc(N)nc2Cc2ccccc2)c2ccccc2)cc1,-74,-5,-1,-16,-10,-17
CC(=O)OC1CCC2(C)C(=CCC3C2CCC2(C)C3CC(Br)C2(O)C(C)=O)C1 (stereo not drawn),18,30,4,24,42,15
CCCCOc1ccc2nc(C)cc(N/N=C/c3ccc(OC)c4ccccc34)c2c1,43,41,-2,20,46,44
C=CC[C@@]1(C)CCCCCCCCC[C@@](C)(CC=C)C1=O,19,-17,-4,19,16,-22
Cc1cc(C(C)(C)C)c(OCCCN2CCOCC2)c(C(C)(C)C)c1,24,84*,76*,59,75*,82*
N#C/C(=C(/N)N1CCOCC1)N1CCOCC1,-14,-4,16,-9,-18,-9
Nc1ncnc2c1ncn2-c1ccccc1,10,-17,10,3,4,-2
CC(/C=N/NC1=NCCCCN1)=N\NC1=NCCCCN1,9,-16,-11,-16,-5,-16
Cc1[nH]n(C2=NCCN2)c(=O)c1Cc1ccccc1,-26,-62,-11,-7,5,-24
CSc1ncnc2c1ncn2C1OC(CO)C(O)OC1O (stereo not drawn),-25,2,-26,30,2,-10
CN(CC(=O)O)c1ccc([N+](=O)[O-])cc1[N+](=O)[O-],53,-1,26,9,9,10
S=C(S)NCC1CCC(CNC(=S)S)CC1 (stereo not drawn),/,44,/,59,67,/
O=[N+]([O-])c1ccccc1S(=O)(=O)N(CCCCN(S(=O)(=O)c1ccccc1[N+](=O)[O-])S(=O)(=O)c1ccccc1[N+](=O)[O-])S(=O)(=O)c1ccccc1[N+](=O)[O-],-6,18,4,0,7,5
C(=C\c1ccccc1)/Cn1nc(-c2ccccc2)nc1-c1cnccn1,10,-29,-39,-24,-33,-47
Cc1c(NC(=O)Nc2c(Cl)cccc2Cl)c(=O)n(-c2ccccc2)n1C,-10,-40,-30,-36,-43,-16
Clc1cccc(NCNC2Nc3ccccc3N2)c1,-14,28,18,20,39,7
COc1ccc(C2c3cc4c(cc3OC(C)(N3CCCC3)C2C)OCO4)cc1 (stereo not drawn),13,7,7,18,10,9
CCCCOC(=O)CC(O)C(=O)OCCCC (stereo not drawn),-61,-11,-30,-4,39,-18
Cc1cc(C)nc(/C=C/c2ccccc2)c1,94*,98*,97*,97*,98*,99*
Cc1cccc(NC(=O)NC2CCC(CC3CCCCC3)CC2)c1 (stereo not drawn),-10,8,-2,6,17,7

# In another format: 19 of the compounds above.
compound | yeast cln2 rad14 | yeast mlh1 rad18 | bub3 | yeast mec2-1 | rad50 | yeast sgs1 mgt1
Cc1ccc(S(=O)(=O)N(CCCc2c(Cl)nc(N)nc2Cc2ccccc2)c2ccccc2)cc1 | -74 | -5 | -1 | -16 | -10 | -17
CC(=O)OC1CCC2(C)C(=CCC3C2CCC2(C)C3CC(Br)C2(O)C(C)=O)C1 (stereo not drawn) | 18 | 30 | 4 | 24 | 42 | 15
CCCCOc1ccc2nc(C)cc(N/N=C/c3ccc(OC)c4ccccc34)c2c1 | 43 | 41 | -2 | 20 | 46 | 44
C=CC[C@@]1(C)CCCCCCCCC[C@@](C)(CC=C)C1=O | 19 | -17 | -4 | 19 | 16 | -22
Cc1cc(C(C)(C)C)c(OCCCN2CCOCC2)c(C(C)(C)C)c1 | 24 | 84* | 76* | 59 | 75* | 82*
N#C/C(=C(/N)N1CCOCC1)N1CCOCC1 | -14 | -4 | 16 | -9 | -18 | -9
Nc1ncnc2c1ncn2-c1ccccc1 | 10 | -17 | 10 | 3 | 4 | -2
CC(/C=N/NC1=NCCCCN1)=N\NC1=NCCCCN1 | 9 | -16 | -11 | -16 | -5 | -16
Cc1[nH]n(C2=NCCN2)c(=O)c1Cc1ccccc1 | -26 | -62 | -11 | -7 | 5 | -24
CSc1ncnc2c1ncn2C1OC(CO)C(O)OC1O (stereo not drawn) | -25 | 2 | -26 | 30 | 2 | -10
CN(CC(=O)O)c1ccc([N+](=O)[O-])cc1[N+](=O)[O-] | 53 | -1 | 26 | 9 | 9 | 10
S=C(S)NCC1CCC(CNC(=S)S)CC1 (stereo not drawn) | / | 44 | / | 59 | 67 | /
O=[N+]([O-])c1ccccc1S(=O)(=O)N(CCCCN(S(=O)(=O)c1ccccc1[N+](=O)[O-])S(=O)(=O)c1ccccc1[N+](=O)[O-])S(=O)(=O)c1ccccc1[N+](=O)[O-] | -6 | 18 | 4 | 0 | 7 | 5
C(=C\c1ccccc1)/Cn1nc(-c2ccccc2)nc1-c1cnccn1 | 10 | -29 | -39 | -24 | -33 | -47
Cc1c(NC(=O)Nc2c(Cl)cccc2Cl)c(=O)n(-c2ccccc2)n1C | -10 | -40 | -30 | -36 | -43 | -16
Clc1cccc(NCNC2Nc3ccccc3N2)c1 | -14 | 28 | 18 | 20 | 39 | 7
COc1ccc(C2c3cc4c(cc3OC(C)(N3CCCC3)C2C)OCO4)cc1 (stereo not drawn) | 13 | 7 | 7 | 18 | 10 | 9
CCCCOC(=O)CC(O)C(=O)OCCCC (stereo not drawn) | -61 | -11 | -30 | -4 | 39 | -18
Cc1cc(C)nc(/C=C/c2ccccc2)c1 | 94* | 98* | 97* | 97* | 98* | 99*

# Next part:
SMILES,yeast cln2 rad14,yeast mlh1 rad18,bub3,yeast mec2-1,rad50,yeast sgs1 mgt1
CCOC(=O)NN,-7,-4,2,2,2,-1
CC(=O)N/C(=C\c1ccccc1)C(=O)NC(C)C(=O)O (stereo not drawn),3,20,11,-4,5,6
CC(C)=CCCc1ccc2c(c1)C(=O)c1cc3c(cc1C2=O)OCO3,10,-2,11,15,-14,21
COc1ccccc1-c1cc(=O)c2cc(C)cnc2[nH]1,-31,14,5,6,6,0
C[N+]1(CCS(=O)(=O)C[N+]2(C)CCCCC2)CCCCC1,-34,6,4,-7,-8,-7
CN(Cc1cnc2nc(N)nc(N)c2n1)c1ccc(C(=O)NC(CCC(=O)NC(CCC(=O)O)C(=O)O)C(=O)O)cc1 (stereo not drawn),14,36,34,21,35,33
CC(=O)n1ccc2c(Cl)ncnc21,12,-20,-1,5,12,-25
O=C(N/N=C/c1cccc2ccccc12)c1cccnc1,8,21,36,14,24,44
CCn1c2ccccc2n2c(=O)c3c(c(C#N)c12)CCCC3,-9,-18,-34,13,5,-30
CCS(=O)c1ncc2cnccn12 (stereo not drawn),-18,-19,8,1,2,15
CCCCNCCCC,-4,-17,-8,2,2,-27
Oc1cccc2c1CC=CC2,1,-8,-32,-2,-14,-27
CC(C)(C)OC(=O)c1ccc(NCC2=C(Br)C(=O)C=CC2=O)cc1,89*,89*,81*,94*,90*,83*
Oc1cccc2c(C(O)CCl)cc(-c3ccccc3)nc12 (stereo not drawn),-26,-8,-22,-10,-3,-4
CC(C)(C)OC(=O)C1/C(=C/CO)CN1C(=O)OC(C)(C)C (stereo not drawn),7,-29,-12,-36,-18,-12
Cc1cc(-c2ccco2)c(C#N)c(=S)n1C1OC(CO)C(O)C(O)C1O (stereo not drawn),12,28,20,5,23,19
CC(C)(C)CC(C)(C)c1ccc(OCc2ccc(C(F)(F)F)cc2)cc1,13,-2,-5,11,14,5
O=C(O)CC(O)C(O)C(O)COP(=O)(O)O (stereo not drawn),-24,-2,24,3,2,11
O=C(O)C(Cc1ccccc1)NC(c1ccc(Cl)cc1)P(=O)(O)O (stereo not drawn),13,21,-5,8,14,-2
NC(=O)CC[n+]1ccccc1,12,7,-19,-29,11,6
COc1ccc(C(Nc2ncccn2)c2cc3c(cc2O)OCO3)cc1 (stereo not drawn),10,23,32,17,53,34
CCOC(=O)C(F)(F)F,3,-10,-9,0,-14,-9
